Source: PubChem BioAssay
E coli WT exp = growth inhibitors of E. coli BW25113 wild type; OD600 absorbance; 0.15% of 98,000 active; growth inhibition, % at 100 µM; AID 710;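 active = growth inhibition above about 50% at one test dose, limit read from the data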;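 note: growth measured after 20 h incubation at 37 °C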
PostGolgi yeast = growth inhibition of a yeast mutant, post-Golgi transport screen. post-Golgi transport phenotypic cell assay. inhibition, % at 10 µM. 0.9% of 98,000 active. AID 739; in the data active = inhibition above about 30%;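 note: yeast cells grown in 1536-well plates; yeast grown about 18 h at 30C before absorbance read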
EphB4 ephrin blk = blocks human EphB4 binding to ephrin-B2. EphB4 LBD / TNYL-RAW-Alexa532 peptide, fluorescence polarization. P54760. AID 720. 0.15% of 97,000 active. inhibition, % at 7 µM;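 active = inhibition above the screen-wide mean inhibition plus 3 SD, cut at about 15% in these data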;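 note: 0% = DMSO wells and 100% = excess unlabeled TNYL-RAW peptide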
Target sequence (P54760 whole entry, looked up, the tested form may be a part): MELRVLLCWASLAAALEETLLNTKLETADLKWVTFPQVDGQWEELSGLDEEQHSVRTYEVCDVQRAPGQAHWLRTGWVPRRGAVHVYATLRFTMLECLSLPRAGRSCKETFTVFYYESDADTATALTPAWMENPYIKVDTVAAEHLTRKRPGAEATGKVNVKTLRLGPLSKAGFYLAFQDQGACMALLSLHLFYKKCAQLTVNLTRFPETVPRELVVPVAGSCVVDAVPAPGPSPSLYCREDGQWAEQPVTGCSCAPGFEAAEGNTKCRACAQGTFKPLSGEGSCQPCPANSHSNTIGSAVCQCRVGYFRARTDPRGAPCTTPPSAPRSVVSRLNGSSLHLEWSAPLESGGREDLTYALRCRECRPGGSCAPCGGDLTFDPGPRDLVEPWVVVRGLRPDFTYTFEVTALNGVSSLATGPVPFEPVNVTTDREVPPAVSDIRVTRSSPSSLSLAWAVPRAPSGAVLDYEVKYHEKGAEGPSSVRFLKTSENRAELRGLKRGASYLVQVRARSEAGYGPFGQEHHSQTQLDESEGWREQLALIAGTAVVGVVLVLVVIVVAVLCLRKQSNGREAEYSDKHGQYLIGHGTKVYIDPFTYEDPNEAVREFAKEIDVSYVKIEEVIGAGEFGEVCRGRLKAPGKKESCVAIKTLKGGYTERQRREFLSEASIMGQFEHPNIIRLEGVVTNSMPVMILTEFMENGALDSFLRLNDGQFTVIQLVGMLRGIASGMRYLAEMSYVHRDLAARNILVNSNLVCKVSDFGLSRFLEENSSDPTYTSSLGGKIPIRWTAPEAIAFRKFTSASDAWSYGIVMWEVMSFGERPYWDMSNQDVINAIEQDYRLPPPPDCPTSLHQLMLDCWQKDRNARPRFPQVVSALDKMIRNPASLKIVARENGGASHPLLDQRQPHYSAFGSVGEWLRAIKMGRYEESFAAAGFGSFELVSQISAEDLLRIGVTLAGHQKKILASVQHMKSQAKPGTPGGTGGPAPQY
CYP2C19 activ = activators of human cytochrome P450 2C19 | P33261 | recombinant CYP2C19, luciferin-H EGE luminescence; stronger effect = higher value; 0 = fully inhibited enzyme, 1 = untreated enzyme | activation factor at 5 µM | 96,000 tested, under 10 active | AID 1025;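 active = activation factor of at least 2 at 5 µM in the primary screen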;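 note: 0 = wells with 2.5 mM tranylcypromine and 1 = vehicle-only wells; values of inactives mirror those of a sister screen read the other way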
PLAP activator = activators of human placental alkaline phosphatase; activation fold at 20 µM; purified PLAP enzyme, luminescent substrate read-out; stronger effect = higher value; AID 696; P05187; 1.2% of 96,000 active; in the data active = activation fold above about 2
CYP2C9 activ = increases human cytochrome P450 2C9 activity | P11712 | recombinant CYP2C9, luciferin-H conversion, luminescence; stronger effect = higher value; factor 1 = untreated enzyme, 0 = blocked | activation factor at 5 µM | 1.4% of 96,000 active;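 active = activation factor of 2 or more for CYP2C9 at a 5 µM dose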;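 note: 0 = sulfaphenazole-blocked wells and 1 = vehicle-only wells; values of inactives mirror those of a sister screen read the other way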
CYP2C19 inh = inhibitors of human CYP2C19; P33261; CYP2C19 Supersomes, luciferin-H EGE luminescence, 30 min; inhibition, % at 5 µM; 21% of 96,000 active;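 active = CYP2C19 inhibition above a set limit at 5 µM in the primary screen, cut at about 50% in these data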;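 note: plate controls were negative control wells for no effect and 2.5 mM tranylcypromine positive control for full effect; values of inactives mirror those of a sister screen read the other way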
CYP2C9 inh = inhibitors of human CYP2C9; inhibition, % at 5 µM; CYP2C9 Supersomes, luciferin-H conversion, luminescence; AID 777; 20% of 96,000 active; P11712;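 active = blocking of liver enzyme CYP2C9 beyond about 50% at 5 µM, limit read from the data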; note: values of inactives mirror those of a sister screen read the other way
PTK2B oligo ant = antagonists of human Pyk2 oligomerization. Q14289. Q293 cells, Pyk2 FERM NanoBiT luminescence; stronger effect = lower value. z-score (the deposit names both 25 µM and 10 µM). 0.83% of 99,000 active. AID 1347419;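 active = Z-score of -3 or lower, scaled per plate to the spread of control and sample wells; inactive = z-score above -3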;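 note: negative z-score means lost luminescence so less FERM oligomerization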
* marks the source's active call; other numbers are inactive results; . = no result given.

No. | Molecule | E coli WT exp | PostGolgi yeast | EphB4 ephrin blk | CYP2C19 activ | PLAP activator | CYP2C9 activ | CYP2C19 inh | CYP2C9 inh | PTK2B oligo ant
1 | CCCCN(C)C(=O)C(Cc1ccccc1)NS(=O)(=O)c1ccc2c(c1)CCC(=O)N2 (stereo not drawn) | -4 | 0 | 4 | 0.8 | 1.1 | 0.7 | 19 | 30 | .
2 | COC(=O)c1ccccc1NS(=O)(=O)c1ccc2c3c(cccc13)C(=O)N2 | . | . | 4 | 0.2 | 1 | 0 | 76* | 100* | -3.7*
3 | CCOC(=O)c1[nH]cnc1C(=O)Nc1ccccn1 | 2 | 1 | 4 | 0.9 | 1.8 | 0.9 | 10 | 10 | 0.17
4 | COc1cccc(-c2cc(C(F)(F)F)nc(NCc3ccco3)n2)c1 | 0 | -1 | 0 | . | . | . | . | . | -0.98
5 | Cc1ccc(Cn2c(Sc3ncccn3)nc3c2c(=O)[nH]c(=O)n3C)cc1 | -11 | -5 | . | 1 | 0.9 | 0.9 | -5 | 14 | 0.64
6 | CCOC(=O)c1ccc(NC(=O)CC2C(=O)N(c3cccc(OC)c3)C(=O)N2CCOC)cc1 (stereo not drawn) | 4 | -9 | 5 | 0.7 | 1.4 | 0.6 | 26 | 36 | -2.3
7 | CCOC(=O)c1c(-c2ccco2)csc1N | 6 | 3 | 3 | 0.5 | 1.3 | 0.8 | 47 | 21 | -0.04
8 | O=C(Nc1ccc2c(c1)OCO2)c1ccncc1 | 7 | -4 | 0 | 0.5 | 0.9 | 0.8 | 53* | 19 | 0.31
9 | Cc1noc(C)c1C(=O)NCCCc1ccccc1 | 0 | -6 | . | 0.5 | 1.2 | 0.5 | 53* | 53* | 0.64
10 | CCOc1ccc(NC(=O)CN2CC(c3ccccc3)CC2=O)cc1 (stereo not drawn) | 8 | 2 | -6 | 0.9 | 0.9 | 1 | 14 | 3 | .

Reformatted as labelled records: four of the compounds above.
9) Cc1noc(C)c1C(=O)NCCCc1ccccc1
  E coli WT exp = 0 | PostGolgi yeast = -6 | EphB4 ephrin blk = . | CYP2C19 activ = 0.5 | PLAP activator = 1.2 | CYP2C9 activ = 0.5 | CYP2C19 inh = 53* | CYP2C9 inh = 53* | PTK2B oligo ant = 0.64
4) COc1cccc(-c2cc(C(F)(F)F)nc(NCc3ccco3)n2)c1
  E coli WT exp = 0 | PostGolgi yeast = -1 | EphB4 ephrin blk = 0 | CYP2C19 activ = . | PLAP activator = . | CYP2C9 activ = . | CYP2C19 inh = . | CYP2C9 inh = . | PTK2B oligo ant = -0.98
6) CCOC(=O)c1ccc(NC(=O)CC2C(=O)N(c3cccc(OC)c3)C(=O)N2CCOC)cc1 (stereo not drawn)
  E coli WT exp = 4 | PostGolgi yeast = -9 | EphB4 ephrin blk = 5 | CYP2C19 activ = 0.7 | PLAP activator = 1.4 | CYP2C9 activ = 0.6 | CYP2C19 inh = 26 | CYP2C9 inh = 36 | PTK2B oligo ant = -2.3
10) CCOc1ccc(NC(=O)CN2CC(c3ccccc3)CC2=O)cc1 (stereo not drawn)
  E coli WT exp = 8 | PostGolgi yeast = 2 | EphB4 ephrin blk = -6 | CYP2C19 activ = 0.9 | PLAP activator = 0.9 | CYP2C9 activ = 1 | CYP2C19 inh = 14 | CYP2C9 inh = 3 | PTK2B oligo ant = .

(further entries)
No. | Molecule | E coli WT exp | PostGolgi yeast | EphB4 ephrin blk | CYP2C19 activ | PLAP activator | CYP2C9 activ | CYP2C19 inh | CYP2C9 inh | PTK2B oligo ant
11 | O=C(O)CC(NC(=O)c1ccccc1NC(=O)c1ccccc1)C(=O)O (stereo not drawn) | -10 | -1 | -2 | 1 | 0.9 | 1 | 2 | -2 | 0.6
12 | CCN(CC)CCCNc1nc2cc(OC)c(OC)cc2c2nc(-c3cccnc3)nn12 | 2 | -7 | 2 | 1 | 1.5 | 1.1 | 3 | -9 | 0.05
13 | CSCCC(NC(C)=O)C(=O)Oc1ccc2c3c(c(=O)oc2c1)CCCC3 (stereo not drawn) | 8 | 3 | . | 0.8 | 1 | 2.8* | 15 | -181 | 0.4
14 | CCOC(=O)CSc1nnc(-c2ccc(S(=O)(=O)N3CCOCC3)cc2)n1-c1ccccc1 | 3 | 3 | -2 | 0.9 | 1.5 | 0.6 | 13 | 38 | 0.09
15 | CCCc1nnc(NC(=O)C2CCCO2)s1 (stereo not drawn) | 0 | 3 | -7 | 0.9 | 0.9 | 0.9 | 8 | 6 | 0.66
16 | COc1ccccc1CCNC(=O)c1cnn2c(C(F)F)cc(C)nc12 | 1 | -1 | . | 0.2 | 0.9 | 1.6 | 77* | -60 | .
17 | CS(=O)(=O)N1CCCC(C(=O)N2CCc3ccccc3C2)C1 (stereo not drawn) | 9 | -2 | 2 | 0.9 | 1.1 | 1 | 13 | 2 | 0.58
18 | CC1CCCCC1NC(=O)COC(=O)COc1ccc(Cl)cc1 (stereo not drawn) | 1 | -3 | 10 | 1.1 | 0.9 | 1.1 | -7 | -6 | 1.4
19 | O=c1c(Cc2ccccc2)c(O)nc2n1CCS2 | 1 | 10 | -7 | 1 | 0.9 | 1 | 1 | -2 | -0.38
20 | c1ccc2c(c1)CCN(c1ncnc3nc[nH]c13)C2 | 7 | -9 | . | 1.1 | 1.5 | 1 | -13 | -4 | .

More structures:
No. | Molecule | E coli WT exp | PostGolgi yeast | EphB4 ephrin blk | CYP2C19 activ | PLAP activator | CYP2C9 activ | CYP2C19 inh | CYP2C9 inh | PTK2B oligo ant
21 | CCOC(=O)c1c(C)oc(NC(=O)COc2ccc(Cl)cc2C)c1C#N | 26 | -4 | -1 | 0.9 | 1.4 | 0.4 | 13 | 56* | -0.93
22 | COc1ccc(-c2cc(N)n(S(=O)(=O)c3c(F)c(F)c(F)c(F)c3F)n2)cc1OC | 3 | 104* | 6 | 0.4 | 1.1 | 0.2 | 59* | 83* | -1.6
23 | CN1C(=O)C(O)(CC(=O)c2ccc(F)cc2)c2cc(Br)ccc21 (stereo not drawn) | 9 | -12 | . | 0.2 | 1 | 0.7 | 79* | 33 | .
24 | Cc1sc2ncn(CC(=O)NCc3ccccn3)c(=O)c2c1S(=O)(=O)N1CCOCC1 | -11 | 0 | 1 | . | . | . | . | . | 1.3
25 | O=C(O)CCSCc1ccccc1F | -4 | 0 | . | 1.2 | 1.1 | 1.1 | -20 | -5 | 1.1
26 | CCOC(=O)CSc1nnc([C@H](C)NC(=O)OC(C)(C)C)o1 | -7 | 8 | -5 | 0.9 | 0.9 | 1.1 | 12 | -9 | -0.51
27 | COc1ccc(C2CC(c3ccc(Br)cc3)Nc3nc(N)nn32)cc1 (stereo not drawn) | 4 | 2 | 0 | 0.8 | 1.7 | 0.5 | 22 | 51* | -0.77
28 | CCn1c(CNC(=O)C(C)(C)C)nc2ccccc21 | 1 | -1 | 1 | 0.8 | 1.1 | 1 | 17 | -4 | .
29 | Oc1cccc(-c2nc3ccccc3s2)c1 | 10 | -3 | -5 | 0.7 | 0.9 | 0.6 | 27 | 38 | -0.68
30 | Cc1ccc(S(=O)(=O)N2CCCN(S(=O)(=O)c3ccc(C(F)(F)F)cc3)CC2)cc1 | -1 | 17 | -1 | 0.7 | 0.8 | 2.5* | 33 | -149 | 0.24

Part of the list above in a different format:
21	CCOC(=O)c1c(C)oc(NC(=O)COc2ccc(Cl)cc2C)c1C#N
  E coli WT exp: 26
  PostGolgi yeast: -4
  EphB4 ephrin blk: -1
  CYP2C19 activ: 0.9
  PLAP activator: 1.4
  CYP2C9 activ: 0.4
  CYP2C19 inh: 13
  CYP2C9 inh: 56*
  PTK2B oligo ant: -0.93
22	COc1ccc(-c2cc(N)n(S(=O)(=O)c3c(F)c(F)c(F)c(F)c3F)n2)cc1OC
  E coli WT exp: 3
  PostGolgi yeast: 104*
  EphB4 ephrin blk: 6
  CYP2C19 activ: 0.4
  PLAP activator: 1.1
  CYP2C9 activ: 0.2
  CYP2C19 inh: 59*
  CYP2C9 inh: 83*
  PTK2B oligo ant: -1.6

Next section.
No. | Molecule | E coli WT exp | PostGolgi yeast | EphB4 ephrin blk | CYP2C19 activ | PLAP activator | CYP2C9 activ | CYP2C19 inh | CYP2C9 inh | PTK2B oligo ant
31 | CCCCCCSc1nc(O)c(C2OC(=O)c3c2ccc(OC)c3OC)c(=O)n1CC (stereo not drawn) | 2 | 21 | 5 | 1.1 | 1.4 | 0.8 | -6 | 24 | 0.87
32 | CSc1ccc(/C=N/n2c(C)cc(C)cc2=O)cc1 | 12 | -3 | -2 | 1 | 0.9 | 1.2 | 1 | -16 | 0.39
33 | CCOC(=O)C1CCCN(c2c(NCCN(C)Cc3ccccc3)c(=O)c2=O)C1 (stereo not drawn) | 3 | 0 | 2 | 1 | 1 | 0.9 | 3 | 5 | .
34 | Cc1cc(C)c(S(=O)(=O)Nc2ccc[nH]c2=O)c(C)c1 | 6 | 3 | -5 | 0.2 | 2* | 4* | 85* | -304 | 0.2
35 | Cc1c(NCc2nc3ccccc3[nH]2)c(=O)n(-c2ccccc2)n1C | 2 | -4 | -2 | 0.6 | 1.6 | 0.9 | 42 | 10 | 0.62
36 | Cc1cc(C)nc(NC(=NCc2ccc3c(c2)OCO3)NC(=O)Nc2ccccc2)n1 | -5 | 13 | -4 | 1.1 | 0.9 | 1 | -13 | 0 | -0.39
37 | COc1cccc(C2CC(c3ccccc3)Nc3ncnn32)c1 (stereo not drawn) | 10 | 15 | -3 | 0.1 | 1.3 | 0.6 | 95* | 44 | 0.65
38 | Cc1ccc(-c2csc3nnc(SCc4csc(C)n4)n23)cc1 | 1 | 0 | -6 | 0.2 | 0.9 | 0.1 | 75* | 90* | 0.23
39 | CCOC(=O)Nc1cccc(Nc2ccccc2)c1 | 18 | 5 | -3 | 0.2 | 0.7 | 0.2 | 79* | 75* | -0.24
40 | CCN(CC)CCCNC(=O)c1[nH]c(C)c(C(=O)NC2CCCCC2)c1C | 1 | -15 | -2 | 1 | 1.1 | 0.9 | -2 | 7 | -0.23

Following part
No. | Molecule | E coli WT exp | PostGolgi yeast | EphB4 ephrin blk | CYP2C19 activ | PLAP activator | CYP2C9 activ | CYP2C19 inh | CYP2C9 inh | PTK2B oligo ant
41 | CC(N=C1NS(=O)(=O)c2ccccc21)C(=O)NCc1ccc2c(c1)OCO2 (stereo not drawn) | 7 | 4 | 0 | 0.4 | 1.1 | 0.1 | 58* | 86* | -0.42
42 | CCOc1ccc(N(CC(=O)O)S(=O)(=O)c2ccc(F)cc2)cc1 | 3 | -1 | 5 | 0.8 | 1.3 | 1.1 | 16 | -8 | 0.15
43 | Cc1cccc(N(C)S(=O)(=O)c2ccc3c(c2)CCC(=O)N3)c1 | 0 | -2 | 11 | 0.7 | 0.9 | 0.9 | 28 | 6 | 0.59
44 | CCN(CC)CCSc1nc(O)c(-c2ccccc2)c(=O)[nH]1 | 2 | 8 | . | 1 | 1 | 1 | 1 | 4 | -0.04
45 | CCOC(=O)c1c(NC(=O)c2cccs2)sc2c1CCN(C(=O)OCC)C2 | 2 | 10 | 3 | 0.6 | 1.4 | 0.6 | 37 | 43 | -2.7
46 | Cc1ccccc1Nc1nc(Nc2ccccc2C)nc(SC2=NCCS2)n1 | -10 | -1 | -4 | 0.5 | 1.1 | 0.2 | 54* | 77* | -1.8
47 | COC(=O)CN1C(=O)S/C(=C/c2ccc(N3CCCCC3)o2)C1=O | 2 | -6 | -4 | 0.7 | 1.3 | 0.9 | 27 | 8 | -0.35
48 | CN(C)S(=O)(=O)c1ccc(N2CCOCC2)nc1 | -16 | 5 | 0 | 1.1 | 1.1 | 0.8 | -5 | 20 | 0.61
49 | CCCC(=O)Nc1ccccc1-c1nnn(CC(=O)Nc2ccc(OCC)cc2)n1 | -3 | 3 | 1 | . | . | . | . | . | -0.69
